USP1-UAF1 inh = inhibitors of human USP1/UAF1 deubiquitinase; O94782; recombinant USP1/UAF1, Ub-Rhodamine cleavage fluorescence; Potency, µM (series often up to 57.1 µM), for inactives: at the top dose activity change, negative = inhibition, hits mostly inhibitors; actives 0.23% (n = 390,000); AID 743255; further: potency means the concentration at half of the fitted maximal effect; on the % scale 0 is the no-effect control and ±100 the full control effect; nearly all actives have a fitted effect of over 60% in size; inactives centre near -12
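Step one: compound is pinned into 1nM USP1/UAF1 in HEPES pH 7.8 buffer with TCEP. Step two: 15 min room-temperature incubation. Step three: Ub-Rho (150nM final) starts cleavage, tracked by fluorescence over six one-minute reads.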
GLS inhibitor = blocks human kidney-isoform glutaminase activity | O94925 | GLS enzymatic activity, qHTS titration | Potency, µM (highest dose often 45.5 µM), inactives show top-dose activity change, negative = inhibition, usual class: inhibitors | actives 0.21% (n = 410,000) | AID 624170; further: potency means the concentration at half of the fitted maximal effect; on the % scale 0 is the no-effect control and ±100 the full control effect
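hKGA; 45 mM KH2PO4 pH 8.2 + 0.02% Tween-20; cpd via pin tool; 1 mM Gln soln; GluOx/HRP/Amplex Red; RT 30 min; fluor. t0 & final.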
IDH1 R132H inh = blocks human mutant IDH1 R132H enzyme; IDH1-R132H enzyme, NADPH consumption, diaphorase/resazurin fluorescence; actives 0.093% (n = 390,000); Potency, µM (highest dose often 76.6 µM), without a hit: at the highest dose activity change, negative = inhibition, most hits filed as inhibitors; AID 602179; further: potency means the concentration at half of the fitted maximal effect; on the % scale 0 is the no-effect control and ±100 the full control effect; nearly all actives have a fitted effect of over 65% in size
Target sequence (O75874 whole entry R132H, stated change not applied): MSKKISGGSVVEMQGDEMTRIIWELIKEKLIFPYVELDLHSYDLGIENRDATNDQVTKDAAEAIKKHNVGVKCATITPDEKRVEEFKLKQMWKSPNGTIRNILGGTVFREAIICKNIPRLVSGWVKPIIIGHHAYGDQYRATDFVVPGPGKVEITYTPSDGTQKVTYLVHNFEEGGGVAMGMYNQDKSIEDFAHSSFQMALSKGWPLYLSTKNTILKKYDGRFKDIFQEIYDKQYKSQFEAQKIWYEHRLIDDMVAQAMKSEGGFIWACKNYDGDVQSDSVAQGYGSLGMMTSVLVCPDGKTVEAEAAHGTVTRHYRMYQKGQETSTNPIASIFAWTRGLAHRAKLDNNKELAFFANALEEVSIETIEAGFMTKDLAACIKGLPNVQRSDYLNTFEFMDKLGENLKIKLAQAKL
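IDH1-R132H (0.5 ug/mL dispensed) in pH 7.5 Tris buffer was preincubated 30 min with compound, then given a substrate mix of 0.016 mM NADPH and 2 mM alpha-KG for 80 min at room temperature; remaining NADPH was read by diaphorase/resazurin fluorescence.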
TrxR1 substrate = is turned over as a substrate by rat TrxR1. actives 0.01% (n = 390,000). AID 588456. Potency, µM (titrated, usually from 114 µM), inactives show top-dose activity change, negative = substrate turnover. purified TrxR1 substrate turnover, NADPH consumption readout; further: potency means the concentration at half of the fitted maximal effect; on the % scale 0 is the no-effect control and ±100 the full control effect; nearly all actives have a fitted effect of over 50% in size
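Rat TrxR1, dispensed at 90 nM, was prereduced with 400 uM NADPH (final) for 5 min at ~22 deg C, then incubated with compound 15 min before 400 uM selenite. A first-read NADPH fluorescence drop versus no-compound background flagged substrates.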
Pin1 inhibitor = human Pin1 inhibition; Q13526; Pin1 FP peptide displacement, HiFluor488, 10 min; Potency, µM (titrated, usually from 115 µM), without a hit: top-dose activity, negative = inhibition, actives largely listed as inhibitors; actives 0.009% (n = 390,000); active means well fitted inhibition curve with a large enough effect in the polarisation, with a control signal flat, not every such curve was filed as active; inconclusive means small, poorly fitted or top-dose-only effect, or effect the other way, or a change in a side signal; inactive means no such curve, though single readings can be large or run the other way; the % refers to the polarisation; further: potency means the concentration at half of the fitted maximal effect; on the % scale 0 is the no-effect control and ±100 the full control effect
PI4K2A block = PI4K2A (human) kinase inhibition; Q9BTU6; purified PI4K2A, ADP-Glo luminescence, 1 h; hits give low values; activity change, negative = inhibition, % at 76.9 µM; actives 0.13% (n = 420,000); AID 1346378; in the data active means activity change below about -50%; inconclusive means mostly about -30% to -49%;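 further: -100% = wells without enzyme as full effect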
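PI4K2A activity was measured by ADP-Glo luminescence: enzyme (4 ug/mL stock) and phosphatidylinositol (1.2 mM stock) in Tris pH 7.5/MgCl2/EGTA/Triton X-100 buffer were reacted with ATP (300 microM stock) for one hour at ambient temperature.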
rTrxR1 inhibitor = inhibitors of rat thioredoxin reductase 1; recombinant rTrxR1, NADPH fluorescence consumption, selenite substrate; actives 1% (n = 390,000); Potency, µM (top dose mostly 114 µM), for the others: at the top dose activity change, negative = inhibition, usual class: inhibitors; AID 588453; O89049; further: potency means the concentration at half of the fitted maximal effect; on the % scale 0 is the no-effect control and ±100 the full control effect; nearly all actives have a fitted effect of over 65% in size
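Rat TrxR1 (90 nM in the dispensed reagent) was pre-reduced with 400 uM NADPH for 5 min at room temperature, then incubated with compound for 15 min. After 400 uM selenite was added, NADPH fluorescence (Ex 340/Em 450 nm) was followed for 8 min.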
PGK inhibitor = inhibitors of T. brucei phosphoglycerate kinase; P07378; PGK/GAPDH coupled, Kinase-Glo luminescence, 60 min; Potency, µM (series often up to 57.5 µM), for the others: at the highest dose activity change, negative = inhibition, usual class: inhibitors; actives 0.043% (n = 380,000); further: potency means the concentration at half of the fitted maximal effect; on the % scale 0 is the no-effect control and ±100 the full control effect; nearly all actives have a fitted effect of over 60% in size
Target sequence (P07378 whole entry, looked up): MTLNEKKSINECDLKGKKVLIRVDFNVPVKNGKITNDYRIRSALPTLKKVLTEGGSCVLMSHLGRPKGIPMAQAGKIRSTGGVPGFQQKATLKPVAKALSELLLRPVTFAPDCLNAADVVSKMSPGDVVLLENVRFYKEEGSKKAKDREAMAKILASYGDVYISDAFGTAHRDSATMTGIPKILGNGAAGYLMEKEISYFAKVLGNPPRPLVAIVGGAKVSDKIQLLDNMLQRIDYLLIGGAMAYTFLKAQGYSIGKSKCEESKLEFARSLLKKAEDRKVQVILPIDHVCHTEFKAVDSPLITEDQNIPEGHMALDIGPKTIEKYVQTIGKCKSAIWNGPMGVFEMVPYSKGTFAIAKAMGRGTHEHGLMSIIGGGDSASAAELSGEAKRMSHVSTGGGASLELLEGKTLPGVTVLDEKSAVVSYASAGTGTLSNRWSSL
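Recombinant glycosomal PGK reaction used 1,3-bisphosphoglycerate generated in-well by GAPDH (100nM final) in 100mM TEA pH 7.6, 5mM MgCl2, 0.01% Tween-20. After 60 minutes at room temperature, ATP was read by Kinase-Glo Plus luminescence end-point.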
HP1b binding inh = blocks HP1-beta chromodomain binding to methylated histone tails; actives 0.56% (n = 390,000); AID 540317; Potency, µM (doses to about 114 µM), for the others: at the top dose activity change, negative = inhibition, most hits filed as inhibitors; AlphaScreen HP1-beta / biotin-H3K9me3 peptide binding; further: potency means the concentration at half of the fitted maximal effect; nearly all actives have a fitted effect of over 70% in size; inactives centre near 23
Target sequence (P83916 whole entry, looked up): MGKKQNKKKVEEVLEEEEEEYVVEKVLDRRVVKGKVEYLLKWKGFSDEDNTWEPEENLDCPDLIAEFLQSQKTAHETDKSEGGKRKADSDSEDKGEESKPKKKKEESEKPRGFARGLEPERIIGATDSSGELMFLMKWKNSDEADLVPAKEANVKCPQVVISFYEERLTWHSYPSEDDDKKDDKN
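HP1-beta protein (50 nM final) preincubated 30 min at room temperature with biotinylated H3(1-18)K9me3 peptide (50 nM) in PBS pH 7.4, 0.01% Tween-20, then compound added for 30 min. AlphaScreen streptavidin donor/nickel chelate acceptor beads (10 ug/mL final), 30 min dark, luminescence read.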
Starred values were filed as active, the others as inactive; i = inactive; ? = inconclusive; . = not tested or not shown; [ ] = remark or other dose. Unless noted, the call rests on the fitted dose curve; in most records, active means well fitted curve in the direction sought with a large enough effect; inconclusive means small, poorly fitted or top-dose-only effect, or another doubt; inactive means no such curve, though single readings can be large; an effect the other way counts as inactive or inconclusive. These rows are one share of the data; the hit share may differ from the screen's.

SMILES	USP1-UAF1 inh	GLS inhibitor	IDH1 R132H inh	TrxR1 substrate	Pin1 inhibitor	PI4K2A block	rTrxR1 inhibitor	PGK inhibitor	HP1b binding inh
COc1ccc(CCC(=O)NCCS(=O)(=O)N2CCN(c3ccccc3OC)CC2)cc1	-23%	2%	-7%	0%	6%	-1	5%	-3%	19%
O=C1CCCN1CCc1cccc2ccccc12	-9%	-14%	-4%	9%[57.1 µM]	-5%	-3	-4%[2.29 µM]	-1%	5%[57 µM]
CCOc1ccccc1NC(=O)CSc1c(C)cnc2c1c(=O)n(C)c(=O)n2C	-23%	2%	2%	1%[57.1 µM]	2%	0	23%[57.1 µM]	11%	40%[activator]
C=CCN1C(=O)CN=C1NCc1ccccc1	-14%	3%	13%	-2%	10%	-6	1%	-1%	47%
COc1ccc(CCNC(=O)C2CCN(S(=O)(=O)c3ccc4c(c3)oc(=O)n4C)CC2)cc1OC	-19%	-3%	-4%	0%	4%	-3	0%	i	25%
Cn1cc(C(=O)NCCc2ccc(Cl)cc2)c(=O)c2cc(S(=O)(=O)N3CCOCC3)ccc21	-4%	-1%	-8%	4%	0%	1	16%	7%	30%
CN(C)/C=N/c1c(C#N)cnn1-c1ccccc1	-1%	-5%	4%	3%	-3%	0	12%	-8%	23%
CCOc1ccc(-c2nn(-c3ccccc3)cc2C2NC(=O)NC(C)=C2C(=O)OC(C)C)cc1 (centres undefined)	-32%	3%	0%	-7%	-6%	-5	-4%	-8%	25%
COCCNC(=O)c1cccc(OC2CCN(Cc3ccc(F)c(OC)c3)CC2)c1	6%	11%	0%	1%	-6%	-4	10%	0%	35%
CCCCCOc1ccc(NC(=O)C2OC3OC(C)(C)OC3C3OC(C)(C)OC23)cc1 (centres undefined)	-21%	5%	-3%	8%	-1%	1	11%[57.1 µM]	i	12%
COc1cc2c(cc1OC)C(c1ccccc1)N(C(=O)CCl)CC2 (centres undefined)	-15%	1%	1%	3%	-5%	13	4.5µM*	-2%	29%
O=C(CSc1nncs1)NC(=O)NCc1ccccc1	0%	-1%	-1%	4%	-11%	-1	27%	.	18%
CC(=O)Oc1ccccc1C(=O)NC(C)CCc1ccccc1 (centres undefined)	-2%	3%	5%	0%[57.1 µM]	0%	0	20%[57.1 µM]	-8%	27%
CCOc1ccc(NS(=O)(=O)c2cc3c(cc2C)N(C)CCO3)cc1	-20%	29%	13%	13%[57.1 µM]	-2%	-5	10%[57.1 µM]	i	-13%
CC(CC(=O)NC1CCCCC1)S(=O)(=O)c1ccc2c(c1)NC(=O)CO2 (centres undefined)	-27%	-8%	7%	7%	3%	-10	30%	i	34%
COc1ccc(-n2nc3ccc(NC(=O)c4cc5ccccc5o4)cc3n2)cc1Cl	-21%	-4%	19%	2%	6%	3	-27%	-4%	33%
O=C(Nc1ccc(S(=O)(=O)N2CCOCC2)cc1)C1CCN(S(=O)(=O)c2ccc(F)cc2)CC1	-4%	1%	-2%	3%[57.1 µM]	15%	3	3%[11.4 µM]	-2%	10%
CCOC(=O)c1cnc2ccccc2c1Nc1ccc(N2CCOCC2)cc1	-5%	2%	1%	3%	-4%	2	0%	11%	-14%
Cc1ccc2c(c1)sc(=NC(=O)c1cccs1)n2C	-3%	1%	5%	3%	?	-2	15%	-18%	65%[activator]
CN1CCN(C(=O)c2cc3c(=O)n4ccccc4nc3s2)CC1	-24%	?	-2%	598%[activator]	-10%	-1	100%[activator]	5%	-16%

Brought forward from above: 5 entries; new compounds follow.
SMILES	USP1-UAF1 inh	GLS inhibitor	IDH1 R132H inh	TrxR1 substrate	Pin1 inhibitor	PI4K2A block	rTrxR1 inhibitor	PGK inhibitor	HP1b binding inh
COc1ccc(-n2nc3ccc(NC(=O)c4cc5ccccc5o4)cc3n2)cc1Cl	-21%	-4%	19%	2%	6%	3	-27%	-4%	33%
O=C(Nc1ccc(S(=O)(=O)N2CCOCC2)cc1)C1CCN(S(=O)(=O)c2ccc(F)cc2)CC1	-4%	1%	-2%	3%[57.1 µM]	15%	3	3%[11.4 µM]	-2%	10%
CCOC(=O)c1cnc2ccccc2c1Nc1ccc(N2CCOCC2)cc1	-5%	2%	1%	3%	-4%	2	0%	11%	-14%
Cc1ccc2c(c1)sc(=NC(=O)c1cccs1)n2C	-3%	1%	5%	3%	?	-2	15%	-18%	65%[activator]
CN1CCN(C(=O)c2cc3c(=O)n4ccccc4nc3s2)CC1	-24%	?	-2%	598%[activator]	-10%	-1	100%[activator]	5%	-16%
COc1cc(Cl)c(C)cc1NC(=O)NC1COc2ccccc2C1 (centres undefined)	?	3%	16%	-9%[57.1 µM]	1%	-1	11%[57.1 µM]	5%	8%[57 µM]
CCOC(=O)C1=C(C)SC2=NS(=O)(=O)CCN21	-1%	2%	-1%	-2%	-4%	-1	3%	-2%[11.5 µM]	17%
O=C(O)CSc1c2c(nc3cc(C(=O)Nc4cccc(C(F)(F)F)c4)ccc13)CCCC2	-19%	3%	-26%	-5%	-3%	-5	7%	-8%	25%
CCN(CC)C(=O)c1cc2sc3ccccc3c2s1	?	11%	10%	-8%	-3%	7	-12%	-9%	87%[activator]
O=C(/C=C/c1ccccc1[N+](=O)[O-])N1CCN(c2ccc(F)cc2)CC1	-16%	-6%	-2%	-3%	-2%	?	2%	1%	11%
CC1(C(=O)NCC2CC2)C=CC2(CCCCC2)N1C(=O)c1ccccc1 (centres undefined)	-4%	10%	-5%	1%	-4%	4	26%	-9%	11%
COc1ccc(N=Cc2cc(Cl)ccc2O)cc1Cl	-12%	-9%	-5%	-1%[57.1 µM]	-1%	2	-1%[57.1 µM]	11%	68%[activator]
CCOc1ccccc1NC(=O)CSc1nc2c(oc3ccccc32)c(=O)n1-c1ccc(C)c(C)c1	-23%	-4%	0%	5%	21%	0	29%	-7%	-9%
O=C1C[C@H](c2ccccc2Cl)N1S(=O)(=O)c1ccccc1[N+](=O)[O-]	.	.	.	1%	-3%	.	0%	.	9%
COc1ccc(NC2SC(=O)N(C)C2=O)cc1 (centres undefined)	-7%	10%	?	5%	0%	9	1%	-3%	44%[activator]
CCCN(CC1CC1)C(=O)COC(=O)c1[nH]c(C)c(C(=O)OCC)c1C	-14%	-2%	3%	7%[57.1 µM]	2%	1	18%	-9%	19%
COc1ccc(/C=N/OCC(=O)NCC(C)C)c(OC)c1	-12%	-6%	0%	-2%	-4%	0	19%	-10%	28%
CCOC(=O)Cn1c(=N)n(Cc2ccccc2)c2ccccc21	7%	3%	-8%	7%[57.1 µM]	6%	-9	7%[57.1 µM]	-4%	29%
Cc1cccc(N=C2NN=C(c3c(C)[nH]c4ccccc34)CS2)c1	-6%	12%	-11%	-12%	?	-4	-21%	0%	-34%
CC(C)(C)NCc1cc(Cl)ccc1OCc1ccccc1F	-16%	5%	-1%	2%[57.1 µM]	-6%	0	-7%[57.1 µM]	-14%	19%
Cc1cc(C)c2nc(N3CCCC(C(=O)NCc4ccccc4F)C3)sc2c1 (centres undefined)	-12%	0%	-2%	-1%	-3%	-2	15%	i	27%
CCOC(=O)c1ccc(S(=O)(=O)N2CCN(C3CCCC3)CC2)cc1	-23%	3%	4%	1%[57.1 µM]	-1%	2	3%[57.1 µM]	-3%	20%
O=C(NCc1cccs1)C1CCC(CNS(=O)(=O)c2ccc(Br)s2)CC1 (centres undefined)	-21%	-2%	-5%	2%[57.1 µM]	-1%	-5	7%[57.1 µM]	2%	22%
Cc1ccc2nc(SCC(=O)Nc3cccc(S(N)(=O)=O)c3)[nH]c2c1	-25%	1%	1%	0%	-5%	-3	8%	i	23%
CCc1ccc(NC(=O)Nc2c(C)n(C)n(-c3ccccc3)c2=O)cc1	?	-13%	5%	-16%[57.1 µM]	-1%	-4	18%[57.1 µM]	-5%	-1%
COc1ccc(CNC(=O)c2ccc(Cl)c(NC3=NC4CS(=O)(=O)CC4S3)c2)cc1 (centres undefined)	2%	4%	-6%	-3%	-2%	-1	2%[57.1 µM]	0%	25%
COC(=O)CCN(C1CCCCC1)S(=O)(=O)c1ccc(S(=O)(=O)N2CCCCC2)cc1	-6%	17%	5%	-2%	-3%	-1	23%	-9%	50%[activator]
Cc1ccc(C(=O)Nc2ccc(Cl)cn2)cc1	-1%	1%	5%	4%	-3%	3	11%	.	28%
Cc1ccccc1C(=O)N1CCC(C(=O)Nc2sccc2C(N)=O)CC1	-9%	-1%	-6%	-6%	0%	28	1%	-1%	37%
COc1ccc(OC)c(NC(=O)CSc2c3c(nc4ccccc24)CCCC3)c1	-19%	11%	0%	-2%	-4%	-5	-12%	6%	6%
Cc1cc(N2CCCC2)nc(-c2ccccc2O)n1	-10%	10%	0%	107%[activator]	-5%	6	21%	4%	39%
CC(=O)Oc1cccc(C(=O)Nc2ccc3c(c2)C(=O)N(CC2CCCO2)C3=O)c1 (centres undefined)	4%	-1%	-3%	42%[activator]	-1%	-4	28%	2%	26%
Oc1ccccc1N1CCN(c2ncnc3scc(-c4ccc(F)cc4)c23)CC1	-15%	23%	0%	5%	4%	3	18%	-3%	-5%

Screening data deposited in PubChem BioAssay by National Center for Advancing Translational Sciences (NCATS).
